Assay outcomes (PubChem BioAssay)
TCR CD3 inh – inhibitors of human TCR-CD3 interaction | AID 651800 | TAMRA-labeled TCR probe fluorescence, biochemical | 360,000 tested, 0.37% active | inhibition, % at 9.4 µM; in the data active = inhibition above about 19%;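 also: recombinant mutant TCR 2C K166C tagged with TAMRA read by polarization; 0% = receptor in buffer alone and 100% = receptor with positive control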
MBD2 DNA inh – inhibitors of human MBD2 binding to methylated oligonucleotide. Q9UBB5. TR-FRET. inhibition, % at 4.4 µM. 370,000 tested, 0.31% active. AID 686964; in the data active = inhibition above about 13%
Target sequence (Q9UBB5 whole entry, looked up): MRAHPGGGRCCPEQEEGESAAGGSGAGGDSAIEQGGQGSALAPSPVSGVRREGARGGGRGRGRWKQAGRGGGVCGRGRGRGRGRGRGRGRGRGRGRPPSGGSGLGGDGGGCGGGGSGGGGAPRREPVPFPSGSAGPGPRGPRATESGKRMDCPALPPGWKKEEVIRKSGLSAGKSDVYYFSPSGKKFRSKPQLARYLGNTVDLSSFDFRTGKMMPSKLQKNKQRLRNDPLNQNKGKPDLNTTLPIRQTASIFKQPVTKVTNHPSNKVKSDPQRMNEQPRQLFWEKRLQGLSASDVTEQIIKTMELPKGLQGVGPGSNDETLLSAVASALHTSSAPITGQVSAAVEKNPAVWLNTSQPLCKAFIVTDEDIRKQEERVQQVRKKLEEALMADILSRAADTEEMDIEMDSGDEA
NR1D1 modulator – Rev-erb alpha (human) modulation. P20393. Rev-erbα–FITC-DNA binding, fluorescence polarization, 90 min. activity, % at 10 µM. 370,000 tested, 0.79% active. AID 1259318;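 active = activity above about 14%, limit read from the data; passing the limit was not always enough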;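 also: 0% = DMSO wells with 35 nM protein and 100% = DMSO wells with 750 nM protein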
ABHD4 inh – inhibitors of mouse ABHD4 | Q8VD66 | 370,000 tested, 0.54% active | inhibition, % at 8.92 µM | purified mABHD4, FP-Rh probe fluorescence polarization;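 active = inhibition exceeding the mean over every tested compound plus 3 SD, cut at about 30% in these data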;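 also: 0% = plate median of compound wells and 100% = S159A mutant with DMSO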
Target sequence (Q8VD66 whole entry, looked up): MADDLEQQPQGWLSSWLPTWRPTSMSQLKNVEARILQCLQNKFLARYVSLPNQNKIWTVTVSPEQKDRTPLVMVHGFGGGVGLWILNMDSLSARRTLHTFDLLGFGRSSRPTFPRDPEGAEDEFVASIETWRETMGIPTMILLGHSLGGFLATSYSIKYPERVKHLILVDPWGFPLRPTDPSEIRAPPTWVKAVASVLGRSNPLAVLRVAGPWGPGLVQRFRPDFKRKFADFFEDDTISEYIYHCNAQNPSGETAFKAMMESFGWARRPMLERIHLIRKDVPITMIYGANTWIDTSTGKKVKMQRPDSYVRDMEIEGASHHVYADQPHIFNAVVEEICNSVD
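Assay system: wild-type mouse ABHD4 protein; compound: single nominal dose of 8.92 µM, 0.89% DMSO final; schedule: 45 min + 60 min at 25 °C; measured by: FP readout, ex 525 nm / em 598 nm; evaluation: % inhibition of FP-Rh probe binding versus controls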
rCAG binder – binds r(CAG) RNA repeats | r(CAG) RNA repeat, TO-PRO-1 dye displacement fluorescence | inhibition, % at 3 µM | 370,000 tested, 1.3% active | AID 651821;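 active = inhibition above the plate cutoff, the mean of all test compounds on that plate plus 3 SD, cut at about 35% in these data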;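 also: 0% = DMSO alone and 100% = 100 µM mitoxantrone as full dye displacement; higher means more dye released from RNA so lower well fluorescence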
HTRA1 inh – HTRA1 (human) protease inhibition | recombinant HTRA1, FP-rhodamine activity-based probe, fluorescence polarization | inhibition, % at 5.96 µM | 340,000 tested, 0.5% active | AID 504803; in the data active = inhibition above about 36%;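 also: 0% = enzyme with DMSO and 100% = wells lacking enzyme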
PG9 binder – PG9 antibody binding by small molecule; TR-FRET gp120-PG9 antibody binding; inhibition, % at 6.7 µM; 360,000 tested, 0.43% active; in the data active = inhibition above about 8.5%
PRMT1 FP inh – PRMT1 (human) inhibition, primary screen; inhibition, % at 2.79 µM; Q99873; 370,000 tested, 1.3% active; AID 652257; recombinant PRMT1, activity-based probe fluorescence polarization;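 active = inhibition above about 21% made by adding two undisclosed values, limit read from the data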
Target sequence (Q99873 whole entry, looked up): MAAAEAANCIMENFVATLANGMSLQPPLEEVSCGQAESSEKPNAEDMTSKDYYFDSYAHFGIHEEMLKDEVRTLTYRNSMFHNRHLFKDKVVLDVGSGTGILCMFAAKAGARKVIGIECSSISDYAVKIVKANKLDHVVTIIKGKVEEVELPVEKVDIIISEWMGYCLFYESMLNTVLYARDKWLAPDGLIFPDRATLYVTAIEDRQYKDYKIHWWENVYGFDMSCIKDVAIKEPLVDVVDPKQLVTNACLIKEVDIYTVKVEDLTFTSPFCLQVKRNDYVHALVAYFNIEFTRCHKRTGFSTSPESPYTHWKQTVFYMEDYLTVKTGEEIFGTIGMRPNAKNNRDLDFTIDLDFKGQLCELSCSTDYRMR
UHRF1 binding – UHRF1 methyl-DNA binding inhibition | UHRF1 binding to methylated oligo, TR-FRET | 370,000 tested, 0.75% active | inhibition, % at 4.4 µM | Q96T88; in the data active = inhibition above about 21%;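 also: UHRF1 SRA domain binding a hemimethylated CpG hairpin DNA probe; 0% = median of test compound wells and 100% = reference inhibitor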
LEDGF integ inh – blocks HIV-1 LEDGF/p75-dependent DNA integration; TR-FRET IN-LEDGF/p75 DNA integration, Eu/Cy5; inhibition, % at 3.7 µM; 370,000 tested, 0.64% active;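 active = inhibition above the screen-wide mean plus 3 SD, cut at about 13% in these data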;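 also: signal is the Cy5 over europium emission ratio at 671 and 618 nm; 0% = plate median of compound wells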
The depositor's hits bear a star; · = no result given. This is a subset; the hit share may differ from the screen's.

# | SMILES | HTRA1 inh | TCR CD3 inh | rCAG binder | NR1D1 modulator | PG9 binder | ABHD4 inh | MBD2 DNA inh | LEDGF integ inh | PRMT1 FP inh | UHRF1 binding
1 | CCOC(=O)c1c(NC(=O)COC(=O)c2c(C)noc2C)sc2c1CCC2 | -2 | 3 | -1 | 0 | 0.6 | -6 | 1 | -1 | -1 | 2
2 | CC(C)c1nc2c(s1)CCc1onc(-c3ccc(Cl)cc3)c1-2 | -5 | 5 | -2 | -3 | -3.0 | 2 | 0 | 1 | -3 | -3
3 | Cn1ncc2c(Nc3cccc([N+](=O)[O-])c3)ncnc21 | 2 | 0 | 2 | 0 | 1.1 | 3 | 2 | 2 | -4 | 0
4 | NN(CCO)C(=S)Nc1ccc(Cl)cc1 | 1 | -6 | -3 | 0 | -1.5 | 3 | 4 | -3 | 2 | 0
5 | COc1ccc(S(=O)(=O)NCc2ccc(F)cc2)cc1OC | 3 | 4 | -2 | -2 | 1.7 | 0 | -2 | 1 | 1 | 1
6 | COc1ccc(CCNC(=O)c2cccc(S(=O)(=O)N3CCCC3)c2)cc1 | -2 | 8 | -6 | 2 | 1.5 | -3 | -5 | -1 | 0 | 1
7 | Cc1ccc(S(=O)(=O)c2ccc(Cl)cc2)cc1S(=O)(=O)NC(C(=O)O)C(C)C (stereo not given) | 0 | 7 | 12 | -4 | -0.9 | 5 | 0 | -5 | 1 | 3
8 | Cc1nc2ccc(N)nc2nc1C | 6 | 5 | 2 | -4 | 1.9 | -2 | -3 | -3 | -2 | 1
9 | O=C(COC(=O)Cc1ccc(Cl)cc1Cl)NCc1ccccc1 | 10 | -4 | 0 | 4 | -1.0 | 5 | 2 | 2 | -2 | -1
10 | COc1ccc(N=C2NN=C(c3c(C)[nH]c4ccccc34)CS2)cc1 | 25 | -1 | 17 | 2 | -2.6 | 3 | -3 | 1 | 5 | -4
11 | CCOC(=O)c1c(C)[nH]c(C(=O)CN2C(=O)NC3(CCCC3)C2=O)c1C | -3 | 8 | -4 | 3 | 2.1 | -4 | -3 | 2 | -3 | -2
12 | O=C(COC(=O)/C=C/c1ccccc1)NCc1ccccc1Cl | -11 | -1 | -4 | -2 | -1.9 | 3 | 5 | -4 | -2 | -1
13 | CC(=O)Nc1cccc(-c2ccnc3c2CC(C)(C(=O)NCc2ccccc2)O3)c1 (stereo not given) | · | -4 | 2 | 3 | 6.5 | -1 | -1 | 2 | -3 | 0
14 | COc1nc(-c2ccccc2)ccc1-c1noc(-c2cccnc2)n1 | 3 | 3 | 5 | 35* | -2.0 | -12 | 3 | -3 | -3 | 4
15 | Cc1c(Cl)c(C(F)(F)F)nn1CC(=O)NCc1ccccc1 | 4 | 0 | -3 | 3 | -0.5 | -6 | 0 | 0 | 1 | -2
16 | Cn1c(NCc2ccco2)nc2c1c(=O)n(Cc1ccc(Cl)cc1)c(=O)n2C | -1 | 3 | 1 | 1 | -0.4 | -2 | -3 | 0 | 0 | 0
17 | COc1ccc2oc(=O)c(C(=O)NCc3ccc4c(c3)OCO4)cc2c1 | 6 | 2 | -2 | 0 | -2.2 | 10 | 5 | 1 | -1 | 0
18 | CCOC(=O)c1ccc(-n2c(CCC(=O)O)ccc2-c2cccs2)cc1 | -11 | 1 | 18 | 0 | 0.8 | 2 | 3 | 0 | 47* | 2
19 | O=C(Cc1c[nH]c2ccccc12)N[C@@H](Cc1c[nH]c2ccccc12)C(=O)O | -7 | 5 | 4 | 5 | 0.6 | 4 | -4 | -1 | -2 | -4
20 | CCOc1ccnc2c1c(=O)n(Cc1cc(OC)cc(OC)c1)c(=O)n2C | 1 | 14 | 0 | 4 | -1.1 | -4 | -1 | -1 | -4 | 2
21 | Cc1nc(S/C(=C/c2ccc(-c3ccc(C(=O)O)cc3)o2)C(=O)O)n[nH]1 | 1 | 68* | 12 | -9 | -25 | 22 | -6 | 4 | 8 | 18
22 | COc1ccc(Cn2c(-c3ccc(C)cc3)nc3c(c(=O)c4ccccc4n3C)c2=O)cc1 | -5 | 6 | 5 | 27* | 1.4 | -11 | 4 | 1 | 0 | -4
23 | Cc1cccc(NC(=S)NCC(c2cccnc2)N(C)C)c1 (stereo not given) | -4 | -5 | 0 | -4 | 3.3 | 3 | -5 | -1 | -1 | -3
24 | Cc1ccc(S(=O)(=O)CCC(=O)Nc2nc(-c3ccncc3)cs2)cc1 | -4 | 1 | 1 | 0 | 1.4 | 1 | -3 | 1 | 2 | -1
25 | CCn1nnc(NC(=O)COc2ccc([N+](=O)[O-])cc2)n1 | 4 | -11 | -5 | 6 | -1.7 | 1 | 5 | 0 | 4 | 3
26 | CCN(CC)S(=O)(=O)c1cccc(NC(=O)c2ccc(-n3nc(C)cc3C)cc2)c1 | -24 | -6 | 0 | 1 | -0.3 | -20 | 5 | -1 | 0 | 8
27 | Cc1cccnc1CN1CCN(C(=O)c2cc(COc3ccc4ncccc4c3)on2)CC1 | 0 | 3 | -6 | -7 | -1.1 | 4 | -2 | -3 | -3 | 1
28 | CCOc1ccc(NC(=O)CSc2nnc(Cc3ccccc3)c(=O)n2N)cc1 | -6 | 6 | 6 | 3 | -2.6 | 0 | 1 | 0 | 19 | -3
29 | COc1ccc(Cl)cc1S(=O)(=O)n1ccnc1 | 4 | 2 | 0 | 3 | -0.7 | -4 | -3 | -2 | -3 | 0
30 | O=C(NCCCn1ccnc1)/C(=C/c1ccccc1)NC(=O)c1ccccc1 | 1 | -2 | -2 | -3 | 0.3 | 2 | 7 | -4 | 6 | 25*
31 | CCc1ccc(S(=O)(=O)Nc2nccs2)cc1 | 3 | 6 | 4 | 2 | -0.8 | 4 | 2 | 4 | 2 | -5
32 | CN(C)c1ccc(C(CNS(=O)(=O)c2ccc3ccccc3c2)N2CCOCC2)cc1 (stereo not given) | -3 | 5 | 0 | 2 | 0.1 | 6 | 2 | 2 | -3 | 1
33 | CCOc1c(CNc2nnnn2C)cccc1OC | 7 | -3 | -2 | -1 | 0.8 | -3 | 9 | -5 | 2 | 5
34 | CN1CCC(OC(=O)c2cccc(Br)c2)CC1 | 5 | 6 | -1 | -2 | -0.1 | 4 | -5 | 0 | 1 | -1
35 | CC1C(=O)N(Cc2cn(CC3CCCCC3)nn2)CCS(=O)(=O)N1Cc1ccc(-c2ccccc2)cc1 (stereo not given) | -31 | -2 | 8 | 7 | 0.1 | -6 | 0 | -3 | -1 | 1
36 | O=C(c1cnccn1)N(Cc1ccco1)C1(C(=O)NC2CCCC2)CCCCC1 | -4 | 5 | -7 | -5 | -0.7 | 2 | -2 | -4 | -4 | 3
37 | CCCCC(CC)CNC(=O)C(=O)C1C(=O)Nc2ccccc21 (stereo not given) | -5 | -3 | 4 | -6 | -1.7 | 11 | -3 | -4 | 6 | 2
38 | Fc1ccc(-c2csc3ncnc(N4CCN(c5ccccc5)CC4)c23)cc1 | -15 | -7 | 5 | 3 | -1.6 | -3 | 2 | 3 | -3 | -1
39 | COc1ccc(N2CCN(C(=O)Cc3ccc(-n4c(=O)[nH]c5ccccc5c4=O)cc3)CC2)cc1 | 1 | 8 | -5 | 1 | -1.5 | -6 | -3 | -3 | 1 | -2
40 | CCCCC(O)(CCCC)C(=O)N/N=C(\C)c1ccc(Cl)cc1 | 3 | -8 | -2 | 0 | -0.7 | -1 | 3 | 3 | -2 | 4

Part of the list above, set out differently:
(36) O=C(c1cnccn1)N(Cc1ccco1)C1(C(=O)NC2CCCC2)CCCCC1
  HTRA1 inh: -4
  TCR CD3 inh: 5
  rCAG binder: -7
  NR1D1 modulator: -5
  PG9 binder: -0.7
  ABHD4 inh: 2
  MBD2 DNA inh: -2
  LEDGF integ inh: -4
  PRMT1 FP inh: -4
  UHRF1 binding: 3

(37) CCCCC(CC)CNC(=O)C(=O)C1C(=O)Nc2ccccc21 (stereo not given)
  HTRA1 inh: -5
  TCR CD3 inh: -3
  rCAG binder: 4
  NR1D1 modulator: -6
  PG9 binder: -1.7
  ABHD4 inh: 11
  MBD2 DNA inh: -3
  LEDGF integ inh: -4
  PRMT1 FP inh: 6
  UHRF1 binding: 2

New compounds follow.
# | SMILES | HTRA1 inh | TCR CD3 inh | rCAG binder | NR1D1 modulator | PG9 binder | ABHD4 inh | MBD2 DNA inh | LEDGF integ inh | PRMT1 FP inh | UHRF1 binding
41 | CC(=O)n1nc(-c2ccccc2)nc1NCc1ccc(N(C)C)cc1 | 24 | 5 | -2 | -3 | 0.6 | 5 | -2 | 1 | 0 | 0
42 | Cc1cccc(NC(=O)COC(=O)c2ccc([N+](=O)[O-])o2)c1C | 12 | -8 | -2 | -5 | -2.3 | 2 | 6 | -2 | 0 | -5
43 | N#C/C(=C\c1cn(Cc2ccc(F)cc2)c2ccccc12)C(=O)NCc1ccco1 | -11 | 0 | 6 | -2 | -0.9 | -5 | 1 | 2 | 0 | 1
44 | COc1ccccc1CNC(=O)CSc1nc(N)c(C#N)c(-c2cccs2)c1C#N | -10 | -9 | 6 | 35* | 1.5 | -7 | 7 | 4 | 0 | 6
45 | Cc1c(C(=O)NC2CCN(Cc3ccccc3)C2)oc2c(Cl)cccc12 (stereo not given) | -9 | 0 | -5 | 2 | -2.7 | 4 | 2 | 1 | 1 | -2
46 | C/C(=N\NC(=O)COc1ccc([N+](=O)[O-])cc1)C(C)(C)C | 2 | -6 | -3 | 0 | 2.0 | 7 | 3 | -4 | 0 | 0
47 | OC[C@@H]1CN(Cc2ccc(Cl)cc2)C[C@H](n2cnc3c(NCc4ccncc4)ncnc32)O1 | · | -4 | 3 | 3 | -0.7 | -2 | 4 | 4 | -2 | -1
48 | O=C(O)c1cc(S(=O)(=O)N(Cc2ccccc2)c2cccc(C(F)(F)F)c2)ccc1Cl | -22 | -3 | 34 | 4 | 0.5 | -4 | 4 | -1 | 3 | 0
49 | COc1ccc(C(CCNC(C)c2ccccc2)C(C)C)cc1 (stereo not given) | · | -6 | 2 | -2 | 0.0 | 5 | 3 | -4 | 6 | 0
50 | COc1ccc(CC(=O)Nc2nc(-c3ccc(OC)c(OC)c3)cs2)cc1OC | -14 | -5 | 3 | -2 | -2.1 | -7 | 4 | -1 | 1 | 1
51 | COc1ccc(-n2c(C)n[nH]c2=O)cc1OC | -4 | 1 | 1 | 9 | 1.6 | -2 | -3 | 0 | 1 | -2
52 | Nc1nnnn1NCc1cccc(OCc2ccccc2)c1 | -3 | 5 | 0 | -3 | -0.6 | -1 | -2 | -2 | 2 | -2
53 | CN(CCc1ccccn1)C(=S)Nc1ccc(Cl)cc1Cl | 1 | 1 | -2 | -1 | 0.8 | 0 | 0 | -3 | -1 | -2
54 | Fc1cccc(CNC2CCC23CCC(c2ccccc2)CC3)c1 (stereo not given) | · | · | · | 12 | · | 3 | -5 | 1 | -9 | -4
55 | Nc1c(-c2ccc(F)cc2)nc2ncccn12 | · | -3 | 0 | 0 | -11 | 4 | 0 | -3 | -2 | 12
56 | O=C(Nc1cnc2ccccc2c1)c1cccnc1 | -2 | -2 | 1 | 2 | -0.3 | 6 | 2 | 2 | 3 | 0
57 | Cc1nc2cc(C)c(C)cc2o1 | -4 | -3 | 0 | -3 | -0.1 | 4 | 0 | -5 | 3 | 1
58 | C=CCn1c(SCC(=O)NC(=O)NC)nnc1C1CCCCC1 | 7 | -6 | -6 | -2 | 1.1 | -3 | 3 | -9 | 2 | -1
59 | CC(C(=O)O/N=C(\N)c1ccccn1)c1ccc([N+](=O)[O-])cc1 (stereo not given) | -1 | 4 | -3 | 7 | -2.9 | 3 | 2 | -1 | -1 | -1
60 | COc1ccc(NC(=O)Nc2ccc3c(c2)C(=O)N([C@@H](C)CO)C[C@@H](C)[C@@H](CN(C)S(=O)(=O)c2cccs2)O3)cc1 | 2 | -7 | 12 | -1 | 0.0 | -2 | 0 | 1 | 1 | 3
61 | O=C(Cc1ccc(F)cc1)Oc1ccc(C(=S)N2CCCC2)cc1 | 2 | 4 | -3 | -6 | -0.5 | -4 | -5 | -2 | 0 | 3
